# Assay outcomes (PubChem)
# CSN inh: CSN deneddylation inhibition. inhibition, % at 12.5 µM. AID 651999. 360,000 tested, 0.38% active. Q92905. Purified CSN, SCF-Nedd8-OG deneddylation, fluorescence polarization;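 active = pattern-corrected inhibition above about 35%, with an unprinted fluorescence ratio check between 0.5 and 1.5, limit read from the data, passing the limit was not always enough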;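 note: 0% = enzyme with substrate and 100% = substrate without enzyme; some results filed as inactive read as strong as hits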
# Target sequence (Q92905 whole entry, looked up, one chain of several): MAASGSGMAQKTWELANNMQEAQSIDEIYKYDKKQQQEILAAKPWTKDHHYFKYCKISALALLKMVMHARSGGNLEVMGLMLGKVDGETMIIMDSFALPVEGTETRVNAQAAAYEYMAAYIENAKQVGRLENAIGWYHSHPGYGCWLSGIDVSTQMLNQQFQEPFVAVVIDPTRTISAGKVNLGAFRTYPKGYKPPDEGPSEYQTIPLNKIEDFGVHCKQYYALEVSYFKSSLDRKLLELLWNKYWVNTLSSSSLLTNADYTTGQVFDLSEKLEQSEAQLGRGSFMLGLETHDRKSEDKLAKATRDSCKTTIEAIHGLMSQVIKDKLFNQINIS
#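 Assay system: Purified human Csn5 enzyme expressed in HEK293T cells | Amount: Enzyme 0.24 nM | Measured by: Fluorescence polarization readout | Medium: Tris/NaCl/DTT buffer, pH 7.5 | Compound dosing: One concentration, 12.5 µM, 0.25% DMSO | Times: 90 min incubation of compound, enzyme and substrate at room temperature | Control set: no-enzyme wells high, enzyme-with-substrate wells low | Read-out: % inhibition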
# DNMT1 inh: blocks human DNA methyltransferase DNMT1; P26358; DNMT1 molecular beacon, Hinp1I cleavage, fluorescence; inhibition (reported as % activation of signal), % at 10 µM; 360,000 tested, 0.83% active; AID 588458; in the data active = inhibition above about 50%
# Rpn11 inh: blocks the human proteasome subunit Rpn11. O00487. human 26S proteasome, Ub4-pepOG fluorescence polarization; 20S core pre-blocked with epoxomicin. calls only at 20 µM. 360,000 tested, 0.59% active. AID 588493;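 active = inhibition at 20 µM, scaled to each plate's controls, above about 33%, limit read from the data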
# Target sequence (O00487 whole entry, looked up): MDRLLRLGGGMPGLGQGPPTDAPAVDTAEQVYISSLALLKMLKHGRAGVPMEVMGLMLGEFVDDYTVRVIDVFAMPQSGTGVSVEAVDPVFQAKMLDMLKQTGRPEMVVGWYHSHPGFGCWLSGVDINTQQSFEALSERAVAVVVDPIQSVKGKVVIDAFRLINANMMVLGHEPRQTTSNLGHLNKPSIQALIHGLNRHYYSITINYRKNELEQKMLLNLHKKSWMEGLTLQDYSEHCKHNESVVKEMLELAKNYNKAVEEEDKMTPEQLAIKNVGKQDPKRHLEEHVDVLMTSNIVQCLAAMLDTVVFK
# SUMO1 PPI mod: alters human SUMO1 binding to SIM partners; AID 602429; SUMO1 binding to a labelled peptide, TR-FRET, 1 h; P63165; 360,000 tested, 0.33% active; inhibition, % at 20 µM; in the data active = inhibition above about 37%
# PABP1 MLLE inh: inhibitors of microRNA-mediated deadenylation, human PABP1 MLLE binding. GST-MLLE / FITC-PAM2 fluorescence polarization. inhibition, % at 20 µM. 360,000 tested, 0.36% active; in the data active = inhibition above about 35%, passing the limit was not always enough;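 note: plate controls were DMSO wells with GST-MLLE for no effect and wells lacking GST-MLLE protein for full effect; some results filed as inactive read as strong as hits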
# Tb MetRS inh: blocks T. brucei methionyl-tRNA synthetase activity; purified T. brucei MetRS, ATP depletion, Kinase-Glo luminescence; AID 624268; 360,000 tested, 0.4% active; inhibition, % at 11.9 µM;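 active = inhibition above a per-plate cutoff of the control wells' mean inhibition plus 3 SD, cut at about 5.5% in these data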;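 note: 0% = DMSO wells median and 100% = median of wells with control inhibitor compound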
#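 Dosing: 11.9 µM single point; system: parasite MetRS enzyme; technique: luminescence of leftover ATP; times: 15 min enzyme-compound preincubation, 2 h reaction, 10 min detection, 25 °C; replicates: each compound tested once; read-out basis: percent inhibition relative to median high and low control wells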
# Scp1 inh: Scp-1 (human) phosphatase inhibition. Q9GZU7. Recombinant Scp1, phosphopeptide, malachite green phosphate absorbance. inhibition, % at 20 µM. 340,000 tested, 0.88% active;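 active = inhibition above about 50% at 20 µM, limit read from the data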;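 note: plate controls were DMSO wells with enzyme for no effect and wells lacking enzyme for full effect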
# Target sequence (Q9GZU7 76-261 limits assumed): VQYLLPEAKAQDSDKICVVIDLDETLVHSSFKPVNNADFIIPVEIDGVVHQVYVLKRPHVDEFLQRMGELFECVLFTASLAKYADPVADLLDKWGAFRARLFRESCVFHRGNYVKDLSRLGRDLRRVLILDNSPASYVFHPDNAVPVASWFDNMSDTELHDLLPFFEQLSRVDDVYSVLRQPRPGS
#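 Assay system: SCP-1 catalytic fragment, aa 76-261 | Buffer or medium: Tris acetate buffer pH 5.5 with MgCl2 and Tween-20 | Compound: One concentration, 20 µM, with 1.0% DMSO | Also added: Phospho 17-mer peptide substrate | Signal: Absorbance at 630 nm | Incubation: 45 min enzyme reaction at room temperature | Measure: % inhibition of SCP-1 phosphate liberation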
# LMPTP inh: blocks human LMPTP phosphatase. P24666. recombinant LMPTP-A, OMFP fluorogenic substrate, fluorescence intensity. inhibition, % at 20 µM. 360,000 tested, 0.22% active. AID 651560;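 active = compounds that cut the enzyme signal by at least half of the control window in the single-dose screen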;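 note: plate controls were DMSO wells with enzyme plus substrate for no effect and substrate without enzyme for full effect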
# Target sequence (P24666 whole entry, looked up): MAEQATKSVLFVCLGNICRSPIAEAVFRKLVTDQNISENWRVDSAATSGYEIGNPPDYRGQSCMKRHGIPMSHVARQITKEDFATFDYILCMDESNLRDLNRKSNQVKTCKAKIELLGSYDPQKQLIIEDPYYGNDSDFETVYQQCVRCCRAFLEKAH
#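 material = LMPTP-A | quantity = 0.625 nM enzyme | reagent = OMFP substrate, 400 µM final | buffer or medium = Bis-Tris pH 6.0, DTT, detergent | detection = endpoint fluorescence intensity from OMFP dephosphorylation | dosing = single 20 µM dose | read-out basis = % inhibition relative to no-enzyme and uninhibited control wells | control set = no-enzyme and uninhibited controls | timing = 50 min at room temperature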
# STEP block: blocks human striatal-enriched tyrosine phosphatase. P54829. 360,000 tested, 0.25% active. inhibition, % at 20 µM. recombinant STEP, OMFP fluorogenic substrate, fluorescence;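 active = inhibition at 20 µM, scaled per plate between control wells, above about 37%, limit read from the data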;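 note: 0% = DMSO with enzyme and substrate and 100% = substrate only without enzyme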
#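 Measure: Control-normalized % inhibition with plate pattern correction | Test system: STEP phosphatase, cell-free reaction | Medium: pH 6.0 Bis-Tris with DTT and Tween 20 | Technique: Fluorescence, 480/540 nm | Times: Reaction 20 min, ambient temperature | Doses: Single compound dose of 20 µM, 1% DMSO final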
# NadD block: blocks S. aureus nicotinate mononucleotide adenylyltransferase; inhibition, % at 20 µM; purified NadD enzyme, colorimetric absorbance read-out; 360,000 tested, 0.78% active; in the data active = inhibition above about 26%; note: some compounds past the cut are filed as inactive
# Active calls of the source: *; i = inactive; x = not tested or not shown.
Structure	CSN inh	DNMT1 inh	Rpn11 inh	SUMO1 PPI mod	PABP1 MLLE inh	Tb MetRS inh	Scp1 inh	LMPTP inh	STEP block	NadD block
COc1ccc(OC)c(CN2CCN(C(=O)c3cccc(S(=O)(=O)N(C)c4ccccc4)c3)CC2)c1	-2	-3	i	-5	12	-0.1	x	1.4	1	3
CC(C)(C)n1nnnc1C(c1ccc(C#N)cc1)N1CCCC2(CCCCC2)C1 (centres undefined)	2	-3	i	-7	-4	-0.3	-7	3.0	3	0
COCCNC(=O)C1(C)CCCN(Cc2ccc(C)c3ccccc23)C1 (centres undefined)	-2	0	i	-2	-4	0.0	x	-0.4	0	2
COc1cc(/C=C/C(=O)OCC(=O)NC2CCCCCCC2)ccc1O	1	-4	i	-16	-28	-0.4	2	0.3	1	-6
Cc1cccc(C)c1NC(=O)CNC(=O)CNC(=O)Cc1cccc2ccccc12	0	0	i	0	9	-0.4	-10	-1.4	3	-5
COc1ccc(S(=O)(=O)N2CCOCC2)cc1NC(=O)COC(=O)C1CC1C (centres undefined)	-5	3	i	3	3	-0.3	-2	-2.7	0	1
CC(=O)Nc1cccc(C(=O)Nc2cccc3ncccc23)c1	7	-4	i	4	-48	-0.4	9	9.2	-3	11
C[C@@H]1[C@H](O)C[C@@]23COC(=O)C2=CCC[C@@H]3[C@@]1(C)CC/C(=C/CO)CO	2	-5	i	2	9	-1.6	-10	-1.9	-1	6
CC(C)OC(=O)CSc1nnc(SCc2cccc3ccccc23)s1	3	4	i	-6	-25	0.6	-14	2.5	0	-7
COc1ccc(C(=O)CC(=O)C(=O)Nc2cc(C)ccc2C)cc1	3	2	i	-10	7	3.5	-28	-1.0	2	-4
CCOC(=O)Nc1sc(C)c(C)c1C(N)=O	5	2	i	2	19	-0.8	-7	0.0	-3	-1
COc1cc2c(cc1OC)-c1cc(NCc3ccccn3)nc(=O)n1CC2	2	2	i	23	4	-0.7	-12	-0.6	-7	10
CC(C)NC(=O)C1CCCN(S(=O)(=O)c2cccc3nonc23)C1 (centres undefined)	3	-2	i	-17	-6	-0.3	1	-0.7	0	6
Cc1cc(S(=O)(=O)NC(C)C)ccc1OCC(=O)N1CCOCC1	-3	0	i	-4	-13	-0.1	0	-2.9	-3	7
COCCN(C(=O)COC(=O)/C=C/c1nc2ccccc2s1)c1c(N)n(Cc2ccccc2)c(=O)[nH]c1=O	10	0	i	-23	-13	-0.7	-3	0.7	0	8
CCN(C(=O)COC(=O)c1ccc(COc2ccc3c(C)cc(=O)oc3c2)cc1)C1CCS(=O)(=O)C1 (centres undefined)	-6	-2	i	32	-6	0.8	-3	8.1	2	-9
COc1ccc(N(CC(=O)NC2CCCC2)C(=O)CCC(=O)Nc2nc(C)cs2)cc1OC	-1	1	i	2	-19	0.6	1	-1.1	0	0
Cc1cc(Cn2nc(C(=O)NCc3cccc(Br)c3)cc2-c2ccccc2)on1	5	-4	i	0	5	-0.5	1	1.3	0	-5
CCCCc1nnc(NC(=O)CSc2nc(O)c(Cc3ccccc3)c(=O)[nH]2)s1	-10	4	i	1	30	-1.6	9	2.7	4	1
O=C(CC(=O)c1cccnc1)c1ccccc1	-2	0	i	-36	5	-0.1	-7	1.1	-3	5
Cc1occc(=O)c1OCc1ccc(Cl)cc1Cl	1	0	i	1	6	-1.2	0	-1.1	0	-7
Cc1cc(Cl)ccc1NNC(=O)c1snnc1C	2	1	i	-1	9	-0.3	-4	-1.7	1	2
COc1ccc(-c2cc(-c3ccccc3)nc(SC(C)C(=O)O)c2C#N)cc1 (centres undefined)	5	-2	i	4	-3	1.8	-12	2.6	4	14
CC(=O)Nc1cccc(CP(=O)(c2ccccc2)c2ccccc2)c1	4	3	i	3	3	0.0	-9	-2.5	3	-3
CCCCN(C1CCS(=O)(=O)C1)S(=O)(=O)c1cccs1 (centres undefined)	-3	1	i	-2	-5	0.6	-1	-0.6	4	-4
Cc1ccc(OCCNC(=O)c2cccc(C)c2)cc1	-2	-1	i	1	-7	-0.9	-9	-2.3	-3	-11
NS(=O)(=O)c1cccc(NC(=O)Nc2ccc(Cl)cc2)c1	6	1	i	7	7	3.3	-13	1.1	0	2
CC(=O)c1sc(Nc2ccccn2)nc1C	-3	3	i	-9	3	-0.2	-8	1.0	0	1
O=C1CC(c2ccc(O)c(O)c2)Oc2cc(O)cc(O)c21 (centres undefined)	4	7	i	16	-3	-2.7	7	2.8	-5	-4
COc1ccc(CNC(=O)CSCc2ccccc2Cl)cc1	-3	22	i	-1	14	-0.6	0	-0.1	-1	0

# Brought forward from above: 2 entries, then new ones.
Structure	CSN inh	DNMT1 inh	Rpn11 inh	SUMO1 PPI mod	PABP1 MLLE inh	Tb MetRS inh	Scp1 inh	LMPTP inh	STEP block	NadD block
O=C1CC(c2ccc(O)c(O)c2)Oc2cc(O)cc(O)c21 (centres undefined)	4	7	i	16	-3	-2.7	7	2.8	-5	-4
COc1ccc(CNC(=O)CSCc2ccccc2Cl)cc1	-3	22	i	-1	14	-0.6	0	-0.1	-1	0
O=S(=O)(c1ccc2nc(Cc3ccccc3)[nH]c2c1)N1CCOCC1	1	1	i	4	1	0.4	-4	-2.1	-2	-3
Cc1cc(C)n(-c2ncc(-c3ccccc3)nn2)n1	-2	1	i	-16	1	-0.3	-4	0.0	1	3
O=C(O)/C=C/c1cccc(NC(=O)Nc2ccc([N+](=O)[O-])cc2)c1	-4	0	i	-20	-3	-0.8	-4	-0.1	6	-6
COc1ccccc1N=CC1=C(O)CC(c2ccccc2)CC1=O (centres undefined)	5	-1	i	-9	-13	-0.7	-5	0.5	-2	-7
COc1cc(C=Nc2c(C)cc(C)cc2C)ccc1OC(C)=O	-1	1	i	0	7	0.3	1	0.0	-3	0
CC1=CC(C)(C)N(C(=O)CSc2nnc(N)s2)c2cc(C)c(C)cc21	2	-1	i	-1	-7	0.2	0	0.9	-1	6
COCCNCCCCOc1ccccc1-c1ccccc1	2	5	i	1	13	-0.5	-5	-2.8	0	-7
COc1cc2ccccc2cc1C(=O)N1CCCCC1	3	2	i	2	10	-0.5	-8	-1.8	0	-4
CN(Cc1cccc(F)c1)C(=O)C(c1ccccc1)c1ccccc1	-3	-1	i	-2	4	1.2	-11	2.1	-3	-5
CCN(C(=O)COC(=O)C(C)(C)Oc1ccc(Cl)cc1)c1c(N)n(Cc2ccccc2)c(=O)[nH]c1=O	3	1	i	2	10	-0.3	-2	-0.4	-3	3
CC1(C(=O)Nc2cccc3c2CCCC3)CCN1C(=O)C1(c2ccccc2)CC1 (centres undefined)	0	0	i	3	-1	0.5	x	2.4	-2	-3
COCCN(C(=O)CN1CCCc2ccccc21)c1c(N)n(Cc2ccccc2)c(=O)[nH]c1=O	-6	-5	i	-18	24	-1.1	0	-0.7	-6	-5
CNC(=S)NNC(=O)c1cccc(N(C)C)c1	-5	2	i	1	-4	-1.3	2	-1.0	-1	-3
Cc1ccc(NC(=O)c2ccc3c(c2)CCN3S(C)(=O)=O)cc1C	-3	0	i	-1	6	-1.0	-7	-0.4	1	-2
O=C(Nc1cccnc1)c1ccc(Cl)c(S(=O)(=O)N2CCOCC2)c1	5	0	i	4	4	-0.1	-2	0.3	-1	0

# Next part.
molecule | CSN inh | DNMT1 inh | Rpn11 inh | SUMO1 PPI mod | PABP1 MLLE inh | Tb MetRS inh | Scp1 inh | LMPTP inh | STEP block | NadD block
CCNS(=O)(=O)c1cc(OC)ccc1OC | 5 | 6 | i | 14 | 2 | 0.0 | -11 | -1.8 | -3 | -2
Cc1ccc(S(=O)(=O)c2nc(-c3ccccc3)oc2NCCN2CCOCC2)cc1 | 7 | -4 | i | -2 | 17 | -1.4 | -9 | -2.6 | 4 | -5
c1ccc(NNC2=NCCCCC2)cc1 | 3 | -1 | i | 18 | 8 | 0.0 | 6 | -1.6 | 0 | 2
COc1cccc(CC2(CO)CCCN(Cc3cnn(-c4ccccc4)c3)C2)c1 (centres undefined) | 12 | 1 | i | -3 | 2 | -0.5 | -1 | -0.6 | 0 | -2
O=C(c1ccc(S(=O)(=O)c2ccccc2)cc1)N1CCCCCC1 | -7 | 0 | i | -2 | -2 | -0.4 | -5 | -1.5 | 3 | -2
COc1cccc(NC(=O)[C@H](Cc2ccccc2)NC(=O)[C@@H]2Cc3ccccc3CN2)c1 | 4 | -4 | i | 1 | 3 | -0.5 | -1 | -0.8 | -1 | -4
CCOC(=O)C1=C(O)c2ccccc2C(=O)/C1=C\c1ccc(C)cc1 | 3 | -11 | i | 7 | 30 | 0.0 | 2 | 1.2 | 3 | 10

# Part of the list above, limited to STEP block.
molecule	STEP block
C[C@@H]1[C@H](O)C[C@@]23COC(=O)C2=CCC[C@@H]3[C@@]1(C)CC/C(=C/CO)CO	-1
CC(C)OC(=O)CSc1nnc(SCc2cccc3ccccc23)s1	0
COc1ccc(C(=O)CC(=O)C(=O)Nc2cc(C)ccc2C)cc1	2
CCOC(=O)Nc1sc(C)c(C)c1C(N)=O	-3
COc1cc2c(cc1OC)-c1cc(NCc3ccccn3)nc(=O)n1CC2	-7
